LYPLA1 inh = blocks human lysophospholipase 1, a PME1 counter-screen; AID 2174; recombinant LYPLA1, FP-Rh probe fluorescence polarization; 0.16% of 320,000 active; inhibition, % at 5.9 µM; O75608;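 active = inhibition above the mean of all tested compounds plus 3 SD, set per campaign, cut at about 14% in these data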;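 note: inhibitors block serine hydrolase probe labeling of LYPLA1 so polarization falls; 0% = enzyme with DMSO and 100% = wells lacking LYPLA1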
ZTA counter = blocks Epstein-Barr virus ZTA, an EBNA-1 counter-screen. P03206. ZTA-DNA binding, fluorescence polarization. inhibition, % at 11 µM. 0.15% of 320,000 active; in the data active = inhibition above about 33%
LYPLA2 counter = blocks human lysophospholipase 2, a PME1 counter-screen; O95372; recombinant LYPLA2, FP-Rh probe fluorescence polarization; inhibition, % at 5.9 µM; 0.38% of 320,000 active; AID 2177;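 active = inhibition above the screen-wide mean plus 3 SD, limit set per campaign, cut at about 26% in these data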;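 note: 0% = LYPLA2 with DMSO and 100% = wells lacking LYPLA2 enzyme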
GSTO1 inh = counter-screen for RBBP9 inhibitors: inhibitors of human GSTO1; recombinant GSTO1, activity-based probe fluorescence polarization; P78417; 1.1% of 300,000 active; AID 1974; inhibition, % at 5.96 µM;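 active = inhibition above the campaign mean inhibition plus 3 SD, cut at about 35% in these data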;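 note: 0% = GSTO1-1 with DMSO and 100% = wells lacking GSTO1-1 enzyme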
Target sequence (P78417 whole entry, looked up): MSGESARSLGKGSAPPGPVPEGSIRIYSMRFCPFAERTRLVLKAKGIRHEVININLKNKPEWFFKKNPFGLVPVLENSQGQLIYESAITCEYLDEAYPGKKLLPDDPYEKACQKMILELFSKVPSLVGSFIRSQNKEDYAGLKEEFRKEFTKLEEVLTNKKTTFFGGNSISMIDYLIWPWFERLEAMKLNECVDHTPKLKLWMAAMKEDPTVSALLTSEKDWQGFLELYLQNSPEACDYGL
PAFAH2 FP inh = PAFAH2 (human) inhibition; 0.99% of 340,000 active; inhibition, % at 3.39 µM; AID 492956; recombinant PAFAH2, FP-rhodamine activity probe, fluorescence polarization;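 active = inhibition above the mean over all tested compounds plus 3 SD, cut at about 30% in these data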;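 note: inhibitors block probe labeling of enzyme so polarization drops; 0% = enzyme with DMSO and 100% = wells lacking PAFAH2 protein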
PREPL inhibitor = inhibits the human prolyl oligopeptidase-like enzyme. recombinant PREPL, fluorescence polarization activity-based probe. Q4J6C6. 0.68% of 320,000 active. inhibition, % at 5.96 µM; in the data active = inhibition above about 43%;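 note: 0% = enzyme with DMSO and 100% = wells lacking enzyme; many of its hits are not listed in these tables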
Target sequence (Q4J6C6 whole entry, looked up): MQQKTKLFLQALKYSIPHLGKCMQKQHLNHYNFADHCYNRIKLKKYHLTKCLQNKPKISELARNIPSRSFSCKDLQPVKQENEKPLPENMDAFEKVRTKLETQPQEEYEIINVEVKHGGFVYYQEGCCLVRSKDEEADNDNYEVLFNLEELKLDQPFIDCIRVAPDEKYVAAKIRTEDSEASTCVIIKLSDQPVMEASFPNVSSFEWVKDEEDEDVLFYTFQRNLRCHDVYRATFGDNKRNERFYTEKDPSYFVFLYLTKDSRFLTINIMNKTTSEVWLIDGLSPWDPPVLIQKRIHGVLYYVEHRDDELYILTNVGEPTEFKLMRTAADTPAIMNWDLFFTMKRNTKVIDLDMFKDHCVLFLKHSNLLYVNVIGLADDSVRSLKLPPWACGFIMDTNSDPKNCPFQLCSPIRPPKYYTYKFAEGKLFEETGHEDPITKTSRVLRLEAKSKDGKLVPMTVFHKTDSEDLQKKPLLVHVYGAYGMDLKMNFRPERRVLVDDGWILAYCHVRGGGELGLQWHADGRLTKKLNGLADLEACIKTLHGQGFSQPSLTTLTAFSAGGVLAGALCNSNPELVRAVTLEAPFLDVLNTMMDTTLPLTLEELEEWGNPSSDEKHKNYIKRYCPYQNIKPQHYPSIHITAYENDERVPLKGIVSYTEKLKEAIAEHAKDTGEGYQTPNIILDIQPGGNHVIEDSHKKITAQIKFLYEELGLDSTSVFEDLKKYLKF
PAFAH1B3 FP inh = PAFAH1B3 (human) inhibition; 0.28% of 340,000 active; recombinant PAFAH1B3, FP-rhodamine probe, fluorescence polarization; inhibition, % at 3.39 µM; Q15102;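 active = inhibition above the screen-wide average of all tested compounds plus 3 SD, cut at about 25% in these data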;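 note: 0% = enzyme with DMSO only and 100% = wells lacking PAFAH1B3 protein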
PAD4 FP inh = PAD4 (human) enzyme inhibition | Q9UM07 | recombinant PAD4, RCA probe fluorescence polarization | inhibition, % at 6.36 µM | 0.41% of 330,000 active | AID 485272;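 active = percent inhibition above a cutoff equal to the mean of all tested compounds plus 3 SD, cut at about 15% in these data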;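 note: 0% = PAD4 with RCA probe and DMSO and 100% = probe without PAD4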
EBNA-1 inh = blocks EBNA-1 binding to DNA; AID 1950; EBNA-1 DNA binding, fluorescence polarization; inhibition, % at 14.8 µM; 0.34% of 300,000 active; in the data active = inhibition above about 28%
Active calls of the source: *; . = not tested or not shown. The list is partial. The share of hits here may be higher or lower than overall.

SMILES | LYPLA1 inh | ZTA counter | LYPLA2 counter | GSTO1 inh | PAFAH2 FP inh | PREPL inhibitor | PAFAH1B3 FP inh | PAD4 FP inh | EBNA-1 inh
CN1CC(=O)N(CC(=O)NCc2ccc3c(c2)OCO3)C1=O | 2 | 13 | 5 | 2 | 0 | 3 | 1 | -6 | 7
Cc1ccc2[nH]c(=O)c3cc(C(=O)N(C)c4ccc(C)c(C)c4)sc3c2c1 | 0 | 5 | 0 | -5 | -2 | -3 | 10 | 2 | 4
COc1ccc(C2NC(=O)NC(C)=C2C(=O)OC2CCCCC2)cc1OC (configuration not stated) | -1 | -7 | 4 | -13 | 6 | 0 | 0 | 2 | 1
Nc1ccc(-c2nc3ccc(-c4nc5ccccc5o4)cc3[nH]2)cc1 | -10 | -5 | -6 | -42 | -4 | 28 | 9 | 1 | -7
COc1cccc(CN2CC(C(=O)N3CCCO3)CCC2=O)c1 (configuration not stated) | 1 | 13 | 3 | 1 | 6 | 0 | 9 | 1 | 0
O=C(c1ccccc1)C1CCc2occc2C1=O (configuration not stated) | 0 | 0 | -1 | 5 | 1 | 6 | 3 | -2 | 2
C[C@@]12CC(=O)NC1N(C(=O)c1ccccc1)C(c1ccccc1OC(=O)c1ccccc1)C2 (some centres not stated) | 4 | 15 | 3 | 2 | 0 | 0 | 8 | 2 | 2
CCN(CC)c1ccc(NC(=O)c2cc(Cl)ccc2OC)cc1 | -3 | 12 | -2 | 5 | 1 | 6 | 7 | -1 | 8
CC1C(=O)C(C)(C)C(=O)OC1c1ccccc1 (configuration not stated) | 0 | 10 | 3 | 4 | 3 | 0 | 3 | 1 | -3
CCOC(=O)C1=C(CS(=O)(=O)c2ccccc2)NC(=O)NC1c1cccc(OC)c1 (configuration not stated) | 1 | 1 | 6 | -2 | 1 | 2 | -1 | 4 | -1
OCCn1c(SC2CCCCC2)nc2ccccc21 | -2 | -4 | 5 | 5 | 2 | -6 | -1 | -1 | -7
CC1=C(C(=O)OCc2ccccc2)C(c2ccc(Cl)cc2Cl)NC(=O)N1CCCCCC(=O)O (configuration not stated) | 0 | 10 | 0 | 10 | . | 3 | . | 2 | 12
O=C(CCN1CCCO1)NC1CCCc2c1cnn2-c1ccccc1F (configuration not stated) | 2 | -24 | -1 | -3 | -3 | 1 | 4 | -3 | 4
CC(C)N1CCC(N2CCN(Cc3ccc(-c4ccc(Cl)cc4)o3)CC2CCO)CC1 (configuration not stated) | -1 | 2 | -2 | 2 | 7 | 21 | 1 | -1 | 0
CC(=O)c1cccc(CN2CCC(C(=O)Nc3ccc(Oc4cccnc4)cc3)CC2)c1 | 1 | -4 | 22 | 2 | -1 | 11 | 2 | -6 | 2
CNCCCCOc1ccc(C(C)(C)C)cc1Cl | 4 | 3 | -1 | -2 | 2 | -10 | 5 | 1 | -2
O=C(O)c1ccc(/C=N/Nc2ncc(C(F)(F)F)cc2Cl)cc1 | 1 | -4 | 0 | -11 | -2 | 4 | 2 | -6 | -16
COc1ccccc1NC(=O)CN(Cc1ccco1)C(=O)c1cc2ccccc2o1 | 1 | -27 | 1 | 7 | -5 | -6 | 6 | -1 | 0
CCCCNCCOCCOc1ccc(F)cc1 | 1 | 3 | 0 | -8 | 8 | -1 | 4 | -5 | 14
C=CCn1c(SCC(=O)NC2CCS(=O)(=O)C2)nc2scc(C3CC3)c2c1=O (configuration not stated) | 0 | -37 | 1 | 6 | 5 | 7 | 8 | -2 | -11
O=C(CCN1C(=O)COc2ccccc21)NCCN1CCOCC1 | -1 | -6 | -5 | -1 | 7 | 2 | 9 | 0 | -15
O=C(c1ccco1)n1nc(-c2ccccc2)nc1SCc1ccccc1 | 2 | 3 | 0 | -5 | 3 | 12 | -5 | 1 | 2
CCOC(=O)C(NC=O)(NC(C)(C)C)C(=O)OCC | 1 | 10 | 6 | 4 | -2 | 11 | -1 | -5 | 11
COc1ccccc1N(CC(=O)Nc1cc(S(=O)(=O)N(C)C)ccc1C)S(=O)(=O)c1cccs1 | . | . | . | . | -5 | -30 | 8 | -10 | .
COc1ccnc(Nc2cccc(C)c2)c1C#N | -3 | -13 | -5 | 6 | 2 | 15 | 3 | 2 | -4
(listing goes on)
SMILES | LYPLA1 inh | ZTA counter | LYPLA2 counter | GSTO1 inh | PAFAH2 FP inh | PREPL inhibitor | PAFAH1B3 FP inh | PAD4 FP inh | EBNA-1 inh
CCn1c(CS(=O)Cc2ccc(Cl)cc2Cl)nnc1SCc1c(Cl)cccc1Cl (configuration not stated) | -1 | 9 | -3 | 1 | 13 | 22 | 2 | 0 | 14
Cc1sc2ncnc(NC3CCN(Cc4ccccc4)CC3)c2c1C | 2 | 4 | 2 | 0 | -2 | 10 | -4 | -2 | 10
c1ccc(CCC2CCCCN2Cc2nc(C3CC3)no2)cc1 (configuration not stated) | 0 | -5 | 4 | 0 | 2 | -22 | -4 | -3 | 6
COC(=O)CN1C(=O)N/C(=C/c2ccccc2OC)C1=O | 1 | -9 | -2 | 6 | 9 | 14 | 6 | -3 | -2
O=C(c1ccccc1)c1ncc(C(F)(F)F)cc1Cl | 0 | -5 | 1 | 1 | -4 | -6 | 7 | -1 | 8
COc1ccc2nc3cc(Cl)ccc3c(C#N)c2c1 | -6 | -22 | 1 | -3 | -9 | -1 | 1 | 1 | -1
CNC(=O)c1c(NC(=O)c2ccc(S(=O)(=O)N3CCCCC3)cc2)sc2c1CCN(C(C)C)C2 | -3 | 5 | 4 | 4 | 6 | 5 | 12 | 4 | 0
O=c1nc(-c2ccccc2)n(-c2ccccc2)[nH]1 | 0 | -12 | 2 | 1 | 5 | -5 | 5 | 3 | 5
Cc1[nH]n(C(N)=S)c(=O)c1N=Nc1ccc(S(=O)(=O)N2CCCCCC2)cc1 | -3 | 0 | 2 | -11 | 25 | 5 | 5 | -4 | 0
C=C(C)CN(Cc1ccccc1)C(=S)Nc1ccccc1 | -1 | 4 | -5 | 0 | 5 | 3 | 3 | 3 | 9
COc1ccccc1NS(=O)(=O)c1cc(NC(=O)CCC2CCCC2)ccc1N1CCOCC1 | -12 | 6 | -27 | -5 | -2 | 0 | 2 | 0 | -1
Cc1ccc(S(=O)(=O)N2[C@@H](c3ccc(C(C)(C)C)cc3)C(C(=O)O)=CC[C@H]2c2ccc(Cl)c(Cl)c2)cc1 | . | . | . | . | -6 | 5 | -8 | 0 | .
COc1cc(NC(=O)COc2ccc(C)c(C)c2)ccc1NC(=O)c1ccco1 | -4 | -22 | 3 | 2 | -5 | 22 | 1 | 1 | -2
COc1cc(SC)ccc1C(=O)OCC(=O)NCC(C)C | 1 | -10 | 2 | 5 | 45* | 24 | 13 | 0 | 3
O=C(CCn1c(=O)[nH]c2ccccc2c1=O)Nc1ccccc1 | -4 | 8 | -6 | 3 | 0 | -4 | 1 | 4 | -2
Cc1cc(C)c(C)c(OCCNCc2ccccc2)c1 | 3 | 0 | 9 | 2 | -4 | -12 | 1 | -7 | -3
CN(C)/C=C/C(=O)c1ccc([N+](=O)[O-])c(CS(=O)(=O)c2ccc(Cl)cc2)c1 | 0 | 14 | 6 | -6 | -3 | 17 | 9 | -2 | 5
COc1ccccc1Nc1nc(N)nc(CSc2nccn2C)n1 | 0 | -6 | -2 | 4 | -2 | 5 | 3 | -1 | 3
O=C(CN(C(=O)CSc1nnc(COc2ccccc2)o1)c1ccc(F)cc1)NC1CCCC1 | 2 | -3 | 5 | 3 | 0 | 12 | 5 | 3 | -4
NC(=O)c1ccc2nc(-c3ccccc3)c(-c3ccccc3)nc2c1 | 0 | -13 | 1 | -4 | -1 | -4 | 2 | -3 | 2
COc1ccccc1NC(=O)NNC(=O)COc1ccc2ccccc2c1 | 0 | 12 | -1 | 13 | 7 | 24 | 5 | 0 | 9
N#Cc1ccc(NC(=O)CN2C(=O)NC(Cc3ccccc3)C2=O)cc1 (configuration not stated) | 4 | -7 | 5 | 2 | 12 | 34 | 6 | 2 | 8
Cc1ccc(S(=O)(=O)N2CCOCC2)cc1NC(=O)COc1ccc(-c2nnco2)cc1 | 4 | -18 | 7 | -6 | -1 | 0 | -5 | -1 | 13
O=C(CCCOc1ccccc1)Nc1cc(S(=O)(=O)N2CCOCC2)ccc1N1CCOCC1 | 7 | -12 | 19 | . | -1 | 29 | 12 | 8 | .
CCc1cccc(N=c2c([N+](=O)[O-])nn(-c3ccc(Cl)cc3)n2O)c1 | -1 | -6 | 1 | 6 | -8 | 18 | 1 | -2 | 7
Next section:
SMILES | LYPLA1 inh | ZTA counter | LYPLA2 counter | GSTO1 inh | PAFAH2 FP inh | PREPL inhibitor | PAFAH1B3 FP inh | PAD4 FP inh | EBNA-1 inh
O=C(O)[C@@H]1CCCN1C(=O)CCc1c[nH]c2ccccc12 | 1 | 17 | 1 | 2 | -1 | 5 | 1 | 5 | -3
O=c1[nH]c(SCc2ccccc2Cl)nc2c1CCC2 | 4 | 4 | 8 | -11 | 14 | 3 | 4 | 0 | 2
O=C(Nc1ccccc1OC(F)F)c1ccccc1 | -1 | 18 | -3 | -5 | -12 | 17 | 4 | -3 | -12
COC(=O)Nc1[nH]ncc1[N+](=O)[O-] | 0 | 3 | -2 | 7 | -5 | 6 | 2 | 4 | 10
COc1ccc(C(=O)C2CCCN(C(=O)c3ccnn3C)C2)c(C)c1 (configuration not stated) | -5 | 0 | -10 | 4 | 7 | 8 | 7 | 4 | -5
C=CCNC(=O)CNS(=O)(=O)c1ccc(F)cc1 | 1 | -3 | 4 | -7 | 1 | 8 | 0 | -5 | -4
CCC(C)N(C(=O)COc1ccc(-c2nnco2)cc1)C1CCS(=O)(=O)C1 (configuration not stated) | -2 | -14 | -1 | -7 | 6 | -7 | 5 | -4 | 8
C/C(=N\NC(=O)c1c(Cl)cnn1C)c1cccc(NC(=O)C(C)C)c1 | -3 | -18 | 4 | 4 | -13 | 5 | 2 | 2 | 3
COc1ccccc1/C=C/CN1CCC(Oc2ccc(C(=O)N3CCCC3)cc2)CC1 | 3 | -8 | 17 | 9 | 2 | 19 | 8 | -2 | 19
CCOc1cccc(C(=O)Nc2ccccc2OC(F)F)c1 | -4 | 8 | -2 | -2 | 4 | -7 | 7 | 1 | -1
COc1ccccc1/C=C/C1C(C(=O)OCC(C)C)=C(C)N=C2SCCC(=O)N21 (configuration not stated) | -4 | 0 | 0 | 3 | -7 | 2 | 2 | 0 | 4
COc1ccc2nc3c(cc2c1)c(NC(=O)c1cccs1)nn3CC(C)C | -8 | 0 | -11 | -4 | 0 | 11 | 5 | -7 | 11
CC(=O)NC(Cc1ccccc1)C(=O)N1CCN(C(=O)c2ccco2)CC1 (configuration not stated) | 0 | -12 | 4 | 1 | 4 | 6 | 0 | 4 | -1
Fc1ccc2c(c1)C(c1ccncc1)=NNC(c1ccc(Br)cc1)=N2 | 1 | 4 | -3 | 5 | -1 | -7 | -4 | 3 | -1
COc1ccccc1C(=O)NC(CCSC)C(=O)OCC(=O)NC(=O)NCc1ccco1 (configuration not stated) | 5 | 2 | 6 | -3 | 0 | 7 | 7 | 0 | 5
Cc1cnc(SCCc2ccncc2)nc1C | 4 | -6 | 2 | 10 | . | 22 | . | -1 | -2
O=C(Nc1ccc(NC(=O)c2cc3ccccc3o2)cc1)c1ccco1 | -10 | 5 | -20 | 1 | -16 | -1 | -5 | 0 | 5

An excerpt from above in order of count of non-hydrogen atoms, ascending.
SMILES | LYPLA1 inh | ZTA counter | LYPLA2 counter | GSTO1 inh | PAFAH2 FP inh | PREPL inhibitor | PAFAH1B3 FP inh | PAD4 FP inh | EBNA-1 inh
C=CCNC(=O)CNS(=O)(=O)c1ccc(F)cc1 | 1 | -3 | 4 | -7 | 1 | 8 | 0 | -5 | -4
COc1ccc(C(=O)C2CCCN(C(=O)c3ccnn3C)C2)c(C)c1 (configuration not stated) | -5 | 0 | -10 | 4 | 7 | 8 | 7 | 4 | -5
CC(=O)NC(Cc1ccccc1)C(=O)N1CCN(C(=O)c2ccco2)CC1 (configuration not stated) | 0 | -12 | 4 | 1 | 4 | 6 | 0 | 4 | -1
COc1ccccc1/C=C/CN1CCC(Oc2ccc(C(=O)N3CCCC3)cc2)CC1 | 3 | -8 | 17 | 9 | 2 | 19 | 8 | -2 | 19
